Source: PubChem
SW480 rerep: induces DNA re-replication in SW480 colon adenocarcinoma cells; actives 1.8% (n = 340,000); AID 624297; SW480 DNA re-replication, Hoechst DNA content imaging, 48 h; Potency, µM (top dose mostly 46.1 µM), inactives show at the highest dose re-replication activation, hits mostly activators; also: potency is read from the fitted curve at half-maximal effect; % of control where 0% means no effect; nearly all actives have a fitted effect of over 55% in size
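Cells (250 per well) received 23 nL compound or DMSO by pin tool and were kept 48 hr at 37 C, 5% CO2. Nuclei were then stained with Hoechst for 40 min and scanned for DNA content.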
KB-V1 cytotox: KB-V1 MDR subline cytotoxicity. AID 1347076. KB-V1 MDR cells viability, CellTiter-Glo, 72 h. actives 3.4% (n = 400,000). Potency, µM (doses to about 46.1 µM), for the others: top-dose activity change, negative = cytotoxicity, most hits filed as cytotoxic; also: potency is read from the fitted curve at half-maximal effect; % is scaled to controls: 0 for no effect and ±100 for the full control effect; nearly all actives have a fitted effect of over 60% in size
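Drug-selected KB-V1 cells, grown in DMEM lacking phenol red with 10% FBS, receive compound titrations; after three days at 37 degrees C, surviving cell ATP is quantified by CellTiter-Glo luminescence and responses normalized and curve-fitted.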
HT1080 IDH1KD tx: HT-1080 IDH1 knockdown cell toxicity (counter line); HT-1080 IDH1 knockdown viability, ATP luminescence, 48 h; Potency, µM (titrated, usually from 46.1 µM), without a hit: at the highest dose activity, negative = toxicity, actives largely listed as cytotoxic; actives 2% (n = 360,000);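 also: potency is read from the fitted curve at half-maximal effect; 0% = DMSO wells and -100% = cell-free medium wells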
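HT-1080-IDH1KD cells (IDH1 knocked down), 750/well in RPMI with 5% FBS, treated with compound 48 h at 37 degrees C. Viability by CellTiter-Glo luminescence, normalised to DMSO and no-cell wells; concentration-response curves classed.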
D3 ag: D3 dopamine receptor (human) agonism; P35462; D3R DiscoveRx beta-arrestin cells, luminescence, 90 min; max activation, %; actives 0.58% (n = 410,000); in the data active = max activation above about 30%; also: 0% is about no effect; mostly tested at two doses, the higher about 12 µM
Target sequence (P35462 whole entry, looked up): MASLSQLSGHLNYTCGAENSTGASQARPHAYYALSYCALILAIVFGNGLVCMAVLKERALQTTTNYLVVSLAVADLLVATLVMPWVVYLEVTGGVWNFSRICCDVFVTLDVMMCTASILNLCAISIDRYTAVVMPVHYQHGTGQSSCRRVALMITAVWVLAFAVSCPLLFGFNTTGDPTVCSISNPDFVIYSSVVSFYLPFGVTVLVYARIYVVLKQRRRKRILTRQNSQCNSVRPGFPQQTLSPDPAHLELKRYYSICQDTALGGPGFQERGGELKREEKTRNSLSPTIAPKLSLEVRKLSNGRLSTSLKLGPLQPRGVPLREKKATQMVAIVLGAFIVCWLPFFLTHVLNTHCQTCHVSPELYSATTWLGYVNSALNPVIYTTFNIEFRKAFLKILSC
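Cells at 1500/well, incubated overnight, then treated with pinned compounds (dopamine as control) for 90 min at 37 degrees C. DiscoveRx reagent added for 30 - 60 minutes at room temperature; luminescence read.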
IL-1B inflam inh: blocks inflammasome-driven IL-1 beta release | THP-1 LPS/ATP IL-1B secretion, AlphaLISA, 16 h; stronger effect = lower value | activity change, % at 57.5 µM | actives 4.7% (n = 360,000) | AID 743279; in the data active = activity change below about -50%; inconclusive = mostly about -30% to -49%; also: % is scaled to controls: 0 for no effect and ±100 for the full control effect
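Secreted IL-1B measured by AlphaLISA bead assay after 16 h compound exposure of THP-1 cells; compounds (final up to 57.5 uM) added 1 h before LPS (250 ng/mL) and ATP (1.25 mM) stimulation; lower signal means less secretion.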
KB-3-1 tox: KB-3-1 parental cell cytotoxicity | KB-3-1 viability, CellTiter-Glo ATP luminescence, 72 h | AID 1347075 | actives 1.4% (n = 400,000) | Potency, µM (series often up to 46.1 µM), for the others: top-dose activity change, negative = cytotoxic, most hits filed as cytotoxic; also: potency is read from the fitted curve at half-maximal effect; % is scaled to controls: 0 for no effect and ±100 for the full control effect; nearly all actives have a fitted effect of over 60% in size
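KB-3-1 parental drug-naive adenocarcinoma cells in DMEM/10% FBS, incubated 72 h at 37 C with pin-transferred compounds across a concentration series. Viability by CellTiter-Glo luminescence; concentration-response curves fitted after normalization.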
DRD3 antagonist: antagonists of human D3 dopamine receptor; P35462; actives 2.5% (n = 360,000); D3R cells, DiscoveRx beta-arrestin luminescence, antagonist mode; stronger effect = lower value; max response, negative = inhibition, %; in the data active = max response below about -50%; inconclusive = no clear call, values can overlap the other calls; also: % is scaled to controls: 0 for no effect and ±100 for the full control effect; mostly tested at two doses, the higher about 12 µM
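Cells expressing the human receptor were seeded at 1500 cells/well, incubated overnight at 37 degrees C in 5% CO2, then exposed to library compounds with dopamine controls for 90 minutes at 37 degrees C before luminescent detection.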
HT1080-NT tox: kills 2HG-producing HT-1080-NT fibrosarcoma cells | HT-1080-NT fibrosarcoma viability, CellTiter-Glo ATP luminescence, 48 h | Potency, µM (doses to about 46.1 µM), for inactives: top-dose activity, negative = less viability, usual class: cytotoxic | actives 1.6% (n = 360,000);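 also: NT is the 2HG producing partner of a matched IDH1 knockdown line; potency is read from the fitted curve at half-maximal effect; 0% = DMSO-treated cells and -100% = media-only wells without cells; nearly all actives have a fitted effect of over 55% in size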
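HT-1080-NT; 750 cells/well; 5% FBS RPMI; 48 h compound, 37 degrees C; CellTiter-Glo luminescence; curve fitting and curve-class assignment.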
GLP-1R agonist: GLP-1 receptor (human) agonism. P43220. HEK293 GLP-1R CRE-luciferase, luminescence, 4-6 h; cells express a hypersensitive GLP-1R form. Potency, µM (top dose mostly 45.6 µM), without a hit: at the top dose activation, hits mostly activators. actives 0.007% (n = 380,000); also: potency is read from the fitted curve at half-maximal effect; % of control where 0% means no effect
Target sequence (P43220 whole entry, looked up): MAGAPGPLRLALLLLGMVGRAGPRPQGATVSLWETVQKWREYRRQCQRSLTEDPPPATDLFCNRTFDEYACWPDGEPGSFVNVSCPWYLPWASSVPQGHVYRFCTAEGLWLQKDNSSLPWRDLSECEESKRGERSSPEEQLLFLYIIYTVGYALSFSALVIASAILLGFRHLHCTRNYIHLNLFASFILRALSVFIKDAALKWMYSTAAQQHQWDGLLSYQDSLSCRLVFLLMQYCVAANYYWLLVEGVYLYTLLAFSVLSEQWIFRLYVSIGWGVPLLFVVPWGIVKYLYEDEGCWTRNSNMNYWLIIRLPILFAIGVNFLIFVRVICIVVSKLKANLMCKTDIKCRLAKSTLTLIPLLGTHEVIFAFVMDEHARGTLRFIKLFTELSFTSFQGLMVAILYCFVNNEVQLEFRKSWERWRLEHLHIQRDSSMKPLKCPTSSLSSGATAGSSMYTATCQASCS
An asterisk follows results filed as active; ? = inconclusive; / = no result given; & = joins results of further samples; [ ] = another dose, or the depositor's remark. Unless noted, calls follow the shape of the dose curve; as a rule, active = well fitted curve in the direction sought with a large enough effect; inconclusive = small, poorly fitted or top-dose-only effect, or another doubt; inactive = no such curve, though single readings can be large; an effect the other way counts as inactive or inconclusive. Outcome played no part in choosing rows. About 12% of those tested had a hit in this group.

no.	compound	SW480 rerep	KB-V1 cytotox	HT1080 IDH1KD tx	D3 ag	IL-1B inflam inh	KB-3-1 tox	DRD3 antagonist	HT1080-NT tox	GLP-1R agonist
1	C=CCNC(=O)/C=C/c1cccs1	-8%	12%	13%	2	0	5%	12	12%	1%
2	CCC/C(O)=C1\C(=O)CC(C)(C)CC1=Nc1ccccc1O	-15%	?	-3%	-7	7	12%	5	-7%	18%
3	O=C(Cc1cccc([N+](=O)[O-])c1)Nc1ccccc1	/	-3%	1%	-1	-7	-7%	-12	2%	5%
4	O=C1CN=CN=CN1c1ccc(Cl)cc1Cl	0%	-26%	10%	2	-23	1%	-26	0%	-3%
5	Cc1ccc(C2CC(=O)c3cnc(N4CCN(c5ccccc5)CC4)nc3C2)cc1 (configuration not stated)	-11%	5.2µM*	13%	1	12	?	-23	8%	-16%
6	COc1ccc(-c2nn(-c3ccccc3)cc2C(=O)N(C)CC(=O)Nc2ccccc2Br)cc1	-3%	-5%	-5%	-1	?	?	0	-8%	-1%
7	Cc1ccc(SCc2[nH]nc3c2C(c2cccnc2)C(C#N)=C(N)O3)cc1 (configuration not stated)	10%	3%	9%[9.24 µM]	-7	-28	4%	-16	-27%	0%
8	COC(=O)c1ccccc1S(=O)(=O)NCc1nc2nc(C)cc(C)n2n1	-12%	-14%	9%	-2	13	2%	17	17%	-2%
9	CN(Cc1nc(-c2ccc(Cl)cc2)no1)C(=O)CCN1C(=O)[C@H]2CC=CC[C@H]2C1=O	?	?	0%	1	-13	0%	15	9%	4%
10	O=C1C(Cl)=C(N2CCCC2)C(=O)N1c1ccc(F)cc1	-9%	?	5%	-1	3	1%	18	11%	3%

Among those listed so far, five contain four or more nitrogen atoms.
no.	compound	SW480 rerep	KB-V1 cytotox	HT1080 IDH1KD tx	D3 ag	IL-1B inflam inh	KB-3-1 tox	DRD3 antagonist	HT1080-NT tox	GLP-1R agonist
5	Cc1ccc(C2CC(=O)c3cnc(N4CCN(c5ccccc5)CC4)nc3C2)cc1 (configuration not stated)	-11%	5.2µM*	13%	1	12	?	-23	8%	-16%
6	COc1ccc(-c2nn(-c3ccccc3)cc2C(=O)N(C)CC(=O)Nc2ccccc2Br)cc1	-3%	-5%	-5%	-1	?	?	0	-8%	-1%
7	Cc1ccc(SCc2[nH]nc3c2C(c2cccnc2)C(C#N)=C(N)O3)cc1 (configuration not stated)	10%	3%	9%[9.24 µM]	-7	-28	4%	-16	-27%	0%
8	COC(=O)c1ccccc1S(=O)(=O)NCc1nc2nc(C)cc(C)n2n1	-12%	-14%	9%	-2	13	2%	17	17%	-2%
9	CN(Cc1nc(-c2ccc(Cl)cc2)no1)C(=O)CCN1C(=O)[C@H]2CC=CC[C@H]2C1=O	?	?	0%	1	-13	0%	15	9%	4%

(cont.)
no.	compound	SW480 rerep	KB-V1 cytotox	HT1080 IDH1KD tx	D3 ag	IL-1B inflam inh	KB-3-1 tox	DRD3 antagonist	HT1080-NT tox	GLP-1R agonist
11	CSC1SCC2C(=O)N(C)C(C(C)C)C(=O)OCC(NC(=O)c3cnc4ccccc4n3)C(=O)NC(C)C(=O)N(C)C1C(=O)N(C)C(C(C)C)C(=O)OCC(NC(=O)c1cnc3ccccc3n1)C(=O)NC(C)C(=O)N2C (configuration not stated)	-1%	1.6µM*	0.0012µM*	-17	-116*	-78%	-17	-32%	-5%
12	O=C(CN1C(=O)NC2(CCCCC2)C1=O)N1CCN(S(=O)(=O)c2ccc(F)c(F)c2F)CC1	1%	1%	-8%	-16	2	-1%	-4	-1%	9%
13	Cc1cc(=O)[nH]c(-n2nc(C)c(Oc3ccccc3O)c2C)n1	-3%	?	-6%	9	-4	-21%	0	-12%	1%
14	CC(=O)Nc1cccc(-c2ccnc3c2CC(C)(C(=O)Nc2ccc4c(c2)OCO4)O3)c1 (configuration not stated)	/	8.2µM*	?	-6	44	2.3µM*	1	?	26%
15	CN(C)C(=O)N1CCCC(C(=O)NCc2ccc(F)cc2Cl)C1 (configuration not stated)	1%	0%	0%	1	11	10%	9	-6%	-1%
16	CCN1CCN(C(=O)c2cc(-c3ccc(Cl)s3)nc3ccccc23)CC1	3%	22%	?	2	0	-6%	-5	?	12%
17	Cc1ccc(Sc2ccc(/C=C3/C(=O)NN(c4ccccc4)C3=O)o2)cc1	-2%	-21%	1%	-5	-24	11%	-2	0%	-2%
18	C[C@H](NC(=O)c1nc[nH]c1C(=O)N[C@H](C)c1ccccc1)C(=O)OC(C)(C)C	-6%	?	0%	16	2	-15%	9	8%	2%
19	CC(=O)Nc1cccc(NC(=S)Nc2cccc(Cl)c2C)c1	-2%	8%	-5%	-3	-9	-5%	-2	8%	-2%
20	COCCn1c(C)cc(C(=O)COC(=O)c2ccc3c(c2)NC(=O)CS3)c1C	1%	?	0%	-6	?	-15%	1	-1%	26%
21	CCc1noc(C)c1C(=O)OCC(=O)NC(=O)c1ccccc1	-12%	8%	10%	4	-2	10%	8	0%	0%
22	CC1(C)CCN2CCC(C)(C)c3c(O)ccc1c32	?	-3%	?	0	14	?	-14	?	-1%
23	CC(C)(CNC(=O)c1cc(=O)[nH]c2ccccc12)N1CCOCC1	1%	16%	6%	6	-8	15%	11	8%	-21%
24	COCCNC(=O)c1ccc(C(=O)NCCOC)s1	-4%	2%	3%	-7	-1	-6%	-4	-2%	-15%
25	Cc1c2cnn(CC(=O)NCCN3CCOCC3)c(=O)c2c(C)n1Cc1ccccc1	-6%	6%	6%	-3	4	-15%	11	11%	6%
26	Cc1cc(C(=O)Nc2ccccc2Cl)c2ccccc2n1	-3%	?	9%	1	8	-6%	0	9%	1%
27	CCn1cc(CN2CCN(CC(C)(C)C)C(CCO)C2)c2ccccc21 (configuration not stated)	1%	-4%	-8%	-1	2	-1%	2	-15%	6%
28	CCCCOC(=O)Nc1nnc(COc2ccccc2)s1	-4%	16%	?	-5	-8	9%	21	1%	-12%
29	CCOC(=O)c1c(-c2ccc(OC)cc2)csc1NC(=O)C1CCCO1 (configuration not stated)	-4%	?	0%	15	-20	-14%&0%	49	-2%	13%
30	COC1=CC(=O)[C@@]2([C@@H]1O)[C@@H](Cl)C[C@]13C(OC)=C(OC)C(=O)C[C@]21CCN3C	-3%	0%	11%	4	23	17%	24	20%	-5%

Additional structures
Below each SMILES: SW480 rerep, KB-V1 cytotox, HT1080 IDH1KD tx, D3 ag, IL-1B inflam inh, KB-3-1 tox, DRD3 antagonist, HT1080-NT tox, GLP-1R agonist
31	CCn1cc(/C=C(\NC(=O)c2ccccc2OC)C(=O)NCCCN2CCOCC2)c2ccccc21
    ?, -2%, -4%, 23, -1, -4%, 3, -9%, 8%
32	c1n[nH]c(SCCCCSc2ncn[nH]2)n1
    0%, -2%, 5%, -4, -7, 11%, 23, 11%, -4%
33	CN(Cc1nc(-c2ccncc2)no1)S(=O)(=O)c1ccccc1
    -2%, 6%, -3%, 4, -5, -10%, 7, 1%, -3%
34	CC(C(=O)N1CCOCC1)N1C(=O)c2cccc3cccc(c23)C1=O (configuration not stated)
    -6%, 0%, 13%, 4, -1, 0%, -1, 11%, -7%
35	O=C(CCc1ccncc1)N1CCCC(Nc2ccc(F)c(F)c2)C1 (configuration not stated)
    -19%, 10%, 0%, 3, -1, 1%, -4, 0%, -1%
36	O=[N+]([O-])c1ccc(OCC(O)CNC2CCCC2)cc1 (configuration not stated)
    -3%, 6%, -3%, -3, -22, 0%, 6, 3%, 6%
37	Cc1cccc(N(C(=O)CCC(=O)Nc2nccs2)C(C(=O)NC(C)(C)C)c2ccc(O)cc2)c1 (configuration not stated)
    20%, 21%, -21%, 16, -8, -2%, 1, -13%, 5%
38	COc1ccc(-c2cnn3c(N)c(S(=O)(=O)c4ccccc4)cnc23)cc1
    -3%, 5%, -5%, 6, -17, 12%, 11, -4%, 3%
39	CCOC(=O)C1CCCN(C(=O)c2cn(C)c3ccc(S(=O)(=O)N(C)C)cc3c2=O)C1 (configuration not stated)
    2%, 6%, 13%, -1, 14, -6%, -11, 3%, -1%
40	CCC1=NN(C(=O)Cc2ccc([N+](=O)[O-])cc2)C(O)(c2ccncc2)C1 (configuration not stated)
    -11%, -2%, 23%, -2, -14, 3%, -8, 14%, 0%
41	O=[N+]([O-])c1ccc(-c2cn(-c3ccc(Cl)cc3)c(=S)[nH]2)cc1
    3%, -3%, 1%, -8, 0, 2%, -22, -5%, 1%
42	CCc1ccc(-n2c(-c3ccccc3)c(C)n3c4c(=O)n(C)c(=O)n(C)c4nc23)cc1
    /, -24%, /, -4, /, 9%, /, /, 10%
43	Cc1cccc(NC(=O)C2CCCN(S(=O)(=O)c3cccc4nonc34)C2)c1 (configuration not stated)
    -13%, ?, 9%, 2&-11, 31, 7%&9%, -2, -7%, 7%&0%
44	CCCCN(C(=O)CSc1nncn1-c1ccccc1)c1c(N)n(Cc2ccccc2)c(=O)[nH]c1=O
    -119%[inhibitor], 0%, 1%, 3, -1, 3%, 19, 18%, 7%
45	CCN(CC)c1nc(SCC(=O)O)nc(N(CC)CC)n1
    -4%, -1%, 6%, 3, 21, 4%, -24, ?, 25%
46	CN(C/C=C/c1ccccc1)Cc1cccc2ccccc12
    -6%, -29%, -29%, -89&-23, -12, 0%, -100*, ?, 7%
47	Cc1ccc(C)c(SCC(=O)N(C)CC(=O)Nc2ccc(N3CCOCC3)cc2)c1
    -5%, -4%, -12%, -4, -2, 3%, 12, -19%, 15%
